# SIAE inh: blocks human sialic acid acetylesterase. Q9HAT2. SIAE FP-Rh probe binding, fluorescence polarization. inhibition, % at 9.66 µM. hit rate 0.69% among 370,000. AID 1053197;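 active means inhibition above a cutoff: mean of compounds within the control limits plus 3 SD of those, cut at about 17% in these data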;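 further: 0% = plate median of compound wells and 100% = probe without SIAE protein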
# rCAG binder: molecules binding r(CAG) RNA repeats; r(CAG) RNA repeat, TO-PRO-1 dye displacement fluorescence; inhibition, % at 3 µM; hit rate 1.3% among 370,000;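 active means inhibition above the plate cutoff, the mean of all test compounds on that plate plus 3 SD, cut at about 35% in these data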;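 further: 0% = DMSO alone and 100% = 100 µM mitoxantrone as full dye displacement; higher means more dye released from RNA so lower well fluorescence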
# LEDGF integ inh: blocks HIV-1 LEDGF/p75-dependent DNA integration; hit rate 0.64% among 370,000; TR-FRET IN-LEDGF/p75 DNA integration, Eu/Cy5; inhibition, % at 3.7 µM;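 active means inhibition above the screen-wide mean plus 3 SD, cut at about 13% in these data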;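 further: signal is the Cy5 over europium emission ratio at 671 and 618 nm; 0% = plate median of compound wells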
# HTRA1 inh: inhibitors of human serine peptidase HTRA1; recombinant HTRA1, FP-rhodamine activity-based probe, fluorescence polarization; inhibition, % at 5.96 µM; hit rate 0.5% among 340,000; AID 504803; in the data active means inhibition above about 36%;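 further: 0% = enzyme with DMSO and 100% = wells lacking enzyme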
# mABHD4 FP: inhibits mouse alpha/beta hydrolase domain 4; Q8VD66; purified mABHD4, FP-Rh probe fluorescence polarization; inhibition, % at 8.92 µM; hit rate 0.54% among 370,000;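 active means inhibition exceeding the mean over every tested compound plus 3 SD, cut at about 30% in these data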;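 further: 0% = plate median of compound wells and 100% = S159A mutant with DMSO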
#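 Assay system: Wild-type mouse ABHD4 protein | Medium: HEPES pH 7.0 buffer, 150 mM NaCl, 0.01% Pluronic F-127 | Incubation: Enzyme–compound pre-incubation 45 min, then probe 60 min, both 25 °C | Technique: Fluorescence polarization with parallel and perpendicular emission, 525/598 nm | Evaluation: % inhibition of FP-Rh probe binding versus controls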
# NPR2 activator: GC-B (human) receptor activation. activation, % at 10 µM. HEK293-GC-B cells, CNP EC30, cGMP TR-FRET; 0% at EC30 CNP, 100% saturating CNP. AID 1920062. hit rate 0.11% among 370,000. P20594;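 active means activation at 10 µM reaching about 35% in either raw or pattern-adjusted values, limit read from the data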
# Target sequence (P20594 whole entry, looked up): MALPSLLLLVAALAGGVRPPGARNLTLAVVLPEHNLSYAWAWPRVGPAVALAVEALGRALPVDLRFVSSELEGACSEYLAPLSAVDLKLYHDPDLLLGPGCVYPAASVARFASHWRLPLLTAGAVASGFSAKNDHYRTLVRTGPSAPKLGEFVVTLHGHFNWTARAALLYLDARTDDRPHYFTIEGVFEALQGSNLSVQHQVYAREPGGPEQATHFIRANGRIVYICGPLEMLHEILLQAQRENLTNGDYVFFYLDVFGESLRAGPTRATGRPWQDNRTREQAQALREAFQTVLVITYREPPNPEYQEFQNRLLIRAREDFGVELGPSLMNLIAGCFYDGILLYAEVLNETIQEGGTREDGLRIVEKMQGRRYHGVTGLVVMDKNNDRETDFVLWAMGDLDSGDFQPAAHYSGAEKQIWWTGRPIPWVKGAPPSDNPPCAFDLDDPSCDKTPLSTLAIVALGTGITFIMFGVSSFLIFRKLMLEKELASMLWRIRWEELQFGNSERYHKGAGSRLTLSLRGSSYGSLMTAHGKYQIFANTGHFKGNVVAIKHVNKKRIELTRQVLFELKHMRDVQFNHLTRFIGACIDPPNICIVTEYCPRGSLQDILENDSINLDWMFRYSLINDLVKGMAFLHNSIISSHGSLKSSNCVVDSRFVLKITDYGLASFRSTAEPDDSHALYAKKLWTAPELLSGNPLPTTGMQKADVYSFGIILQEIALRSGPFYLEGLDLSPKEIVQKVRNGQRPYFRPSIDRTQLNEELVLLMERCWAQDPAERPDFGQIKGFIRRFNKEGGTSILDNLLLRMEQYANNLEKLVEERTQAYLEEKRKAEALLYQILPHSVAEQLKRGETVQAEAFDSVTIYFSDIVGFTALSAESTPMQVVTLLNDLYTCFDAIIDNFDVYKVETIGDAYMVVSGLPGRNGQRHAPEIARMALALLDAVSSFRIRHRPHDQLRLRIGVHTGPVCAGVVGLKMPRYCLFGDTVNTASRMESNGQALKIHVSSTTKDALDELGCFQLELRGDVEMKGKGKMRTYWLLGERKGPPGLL
# PRMT1 FP inh: PRMT1 (human) inhibition, primary screen | recombinant PRMT1, activity-based probe fluorescence polarization | inhibition, % at 2.79 µM | hit rate 1.3% among 370,000;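 active means inhibition above about 21% made by adding two undisclosed values, limit read from the data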
# MBD2 DNA inh: inhibitors of human MBD2 binding to methylated oligonucleotide; inhibition, % at 4.4 µM; hit rate 0.31% among 370,000; TR-FRET; Q9UBB5; in the data active means inhibition above about 13%
# TCR-CD3 inh: human TCR-CD3 binding inhibition; TAMRA-labeled TCR probe fluorescence, biochemical; inhibition, % at 9.4 µM; hit rate 0.37% among 360,000; in the data active means inhibition above about 19%;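 further: recombinant mutant TCR 2C K166C tagged with TAMRA read by polarization; 0% = receptor in buffer alone and 100% = receptor with positive control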
# TDP2 inh: TDP2 (human) inhibition, absorbance primary screen; recombinant TDP2, T5PNP hydrolysis, p-nitrophenol absorbance 415 nm; inhibition, % at 12.8 µM; hit rate 0.34% among 370,000; AID 720702;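 active means inhibition above the mean of all tested compounds plus 3 SD, set per campaign, cut at about 25% in these data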;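 further: 0% = DMSO with enzyme and 100% = buffer with substrate but no TDP2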
#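 Assay system: recombinant human TDP2 / Reagent: T5PNP substrate at 5 mM, a TopII-DNA adduct mimic / Measured by: epi absorbance from released p-nitrophenol / Evaluation: % inhibition relative to enzyme-containing and enzyme-free wells / Control set: enzyme-free and DMSO wells / Replicates: each compound tested once, singlicate / Schedule: enzyme reaction with compound for 2 h at 37 °C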
# The depositor's hits bear a star; / = no result given.
SMILES,SIAE inh,rCAG binder,LEDGF integ inh,HTRA1 inh,mABHD4 FP,NPR2 activator,PRMT1 FP inh,MBD2 DNA inh,TCR-CD3 inh,TDP2 inh
CCOC(=O)[C@]12CCCCC/C=C\1N(CCc1ccc(Cl)cc1)C(=O)[C@H]2CC(=O)NCc1cccc(C(F)(F)F)c1,-7,3,-3,/,-13,0,1,-4,/,-1
CCN(CC(=O)Nc1ccc(NC(C)=O)cc1)C(=O)C1CC(=O)N(Cc2ccc(C)cc2)C1 (stereo unspecified),8,-4,0,-5,2,3,-1,-6,-6,10
COc1ccc(Nc2nc(N3CCCC3)c3ccccc3n2)cc1,-2,19,8,5,26,-10,1,1,3,10
CCn1cc(/C=C(\NC(=O)c2ccc(OC)cc2)C(=O)N2CCN(C)CC2)c2ccccc21,1,-6,2,1,-3,0,1,0,5,-6
COc1ccc(C(C(=O)NC(C)(C)C)n2c(-c3ccc(C(F)(F)F)cc3)nc3ccccc32)cc1 (stereo unspecified),-4,2,-4,/,-2,-2,1,3,0,5
CCCCNC(=O)c1nc(C2CCN(S(=O)(=O)c3ccc(F)c(F)c3)CC2)oc1-c1cccc(C(F)(F)F)c1,-4,1,2,/,-6,2,-8,2,-8,-10
Cc1ccc(C(=O)/C=C/N(C)C)cn1,-7,3,1,4,11,2,1,0,-8,0
OCCCNc1ncnc2c1cnn2-c1ccc(Cl)cc1,15,-1,1,-12,-4,-2,-7,-5,2,-13
Nc1ccc(C(=O)OCC(=O)NC(=O)c2ccccc2)cc1[N+](=O)[O-],2,3,0,-1,3,-9,-3,0,7,-3
CCc1ccc(OCC(=O)Nc2ncn[nH]2)cc1,9,-1,-2,7,1,4,-3,-1,1,2
CC1CCN(C(=O)c2ccc(NC(=O)c3ccccc3)cc2)CC1,1,-7,1,1,6,-6,5,3,-3,-3
CCCN1CCC(C)(C(=O)Nc2cccc(OC(C)C)c2)C1 (stereo unspecified),-5,1,5,/,0,1,-3,3,2,-9
CCc1cccc(NC(=O)Cn2c(=O)n(CCC(=O)NCC3CCCO3)c(=O)c3cc(OC)c(OC)cc32)c1 (stereo unspecified),-7,-1,-1,-17,2,1,0,2,5,3
O=C(Cc1cccs1)NC(c1ccccc1)c1ccccc1,1,-1,0,-9,-1,-10,3,-1,4,8
Cn1c(NCc2cccnc2)nc2cc(-c3cccc(C(=O)NCCO)c3)sc2c1=O,-20,2,2,/,-2,-1,-4,-6,1,10
Cc1nc(S(=O)(=O)Cc2ccc(Cl)cc2)nc2c1CCC2,0,-5,-2,-2,-5,-1,-1,3,5,-5
Cc1cc2c(=O)n(C)c(SCC(=O)Nc3ccccc3C)nc2s1,-9,0,-3,2,1,1,1,0,5,-8
CCOc1ccc(CNc2ccc(N3CCOCC3)c(C(=O)O)c2)cc1,3,0,0,7,-2,4,-2,-3,3,2
O=C(CSc1n[nH]c(=O)[nH]c1=O)N/N=C/c1ccccc1,1,1,3,6,-2,1,0,6,2,-5
O=S1(=O)C=C(N2CCCCC2)c2ccccc21,-1,3,-2,2,1,2,1,-1,2,2
CC1(C(=O)NS(=O)(=O)c2cccc(Cl)c2)CCN1C(=O)c1cccc(F)c1 (stereo unspecified),6,0,-1,/,2,1,3,-4,-5,2
Cc1n[nH]c(C)c1NC(=O)c1cc([N+](=O)[O-])ccc1Cl,0,0,2,0,-2,-3,-5,2,6,12
CCOc1ccc2[nH]c(C(=O)N/N=C/c3cc(OC)c(OC)c(OC)c3)cc2c1,-17,5,5,-11,-4,4,-1,-5,0,-16
CN1CC(c2ccc(C#N)cc2)C2(COc3ccccc3C2=O)C12C(=O)Nc1ccccc12 (stereo unspecified),-3,-4,6,-21,-4,-20,-3,-1,-6,-7
O=C(Cc1ccccc1[N+](=O)[O-])NCc1ccc(Cl)cc1Cl,2,-4,-1,-7,-1,1,-2,-6,-5,1
COC(=O)C1=CC(=O)C=C(OC)[C@@]12Oc1cc(C)cc(OC)c1C2=O,1,-2,0,/,9,34,88*,4,/,11
CC(C)(C)NC(=O)NC(=O)CN1CCN(S(=O)(=O)/C=C/c2ccccc2)CC1,-2,1,4,5,16,-6,-6,-4,10,0
CN(C)c1ccc(/C=N/NC(=O)c2nnn(-c3nonc3N)c2COc2ccc(F)cc2)cc1,-2,-2,1,7,-9,1,6,11,-7,-8
O=C(CCc1ccc(S(=O)(=O)N2CCOCC2)cc1)NN=C1CCCCCCC1,0,-1,-3,-3,4,6,-1,0,-7,5
Cc1ccc(-c2nnc(SCC(=O)NCC3CCCO3)nc2-c2ccc(C)cc2)cc1 (stereo unspecified),-3,-5,-1,-5,-5,-10,-6,-2,-1,-9
C[C@H](CO)N1C[C@H](C)[C@@H](CN(C)Cc2ccncc2)Oc2ncc(Br)cc2C1=O,3,2,-1,6,-2,-6,0,-5,2,3
CCN(Cc1cc(=O)oc2cc(C)ccc12)c1ccccc1,5,2,0,-18,-4,1,-1,7,5,-2
O=C(NC1CCCCC1)C1CCCN(S(=O)(=O)c2cccs2)C1 (stereo unspecified),8,1,-1,2,-1,0,1,-6,-3,-16
N/C(=N\OC(=O)CCC1CCCC1)c1ccccc1,0,-2,2,-11,-3,-4,-2,7,7,-7
N#CC1(c2ccccc2)CCCN1C(=O)c1ccco1 (stereo unspecified),0,-3,-1,4,-1,6,2,-3,7,3
Cc1occc1C(=O)NNC(=S)Nc1cccc([N+](=O)[O-])c1,22*,4,1,4,8,3,-1,-1,4,4
Cc1c(-c2nnc(SCC(=O)O)n2-c2ccccc2Br)nnn1-c1ccccc1,-5,8,0,-3,-10,2,1,-3,0,-13
C=CCn1c(=O)c2ccccc2n2c(SCC(=O)Nc3sc(C(=O)N(CC)CC)c(C)c3C(=O)OCC)nnc12,-14,3,1,-8,-1,-1,3,-1,-1,4
N/C(CC(=O)NCCOc1ccccc1)=N\O,0,1,-1,7,-4,6,-1,1,0,-9
CN(C)Cc1c(C(=O)N/N=C/CCc2ccccc2)nnn1-c1nonc1N,3,4,2,0,4,-2,-3,0,-2,-8
Cc1ccc(-c2nc(CSCC(=O)NCCCN3CCOCC3)c(C)o2)cc1,-7,-3,-4,3,0,3,3,1,-6,-4
Cc1cccc(NC(=O)CCSc2nncn2C)c1,3,1,3,2,2,6,1,-1,5,9
O=C(Cn1c(-c2cncs2)nc2ccccc21)N1CCCCC1,1,0,-2,/,3,-2,5,-3,/,-1
CCN1CCN(c2ccc([N+](=O)[O-])cc2S(=O)(=O)N2CCOCC2)CC1,0,6,-2,-4,7,-2,-1,0,6,-8
CCOC(=O)c1sc(NC(=O)c2sc(C)nc2C)nc1C,-2,3,1,-4,4,-2,-2,-5,8,-2
CCOC(=O)CSc1nnc(-c2ccc(S(=O)(=O)NCc3cccs3)cc2)o1,0,4,1,0,-4,-4,-2,3,-3,-4
C[C@H](CO)N1C[C@H](C)[C@@H](CN(C)S(=O)(=O)c2cccs2)Oc2c(NC(=O)Cc3ccccc3)cccc2C1=O,5,0,-1,-12,3,2,-1,1,0,0
CCN1CCN(CCCNC(=O)CCC(=O)N2CCOc3ccc(Cl)cc32)CC1,0,-2,-4,-4,3,-1,3,5,-4,-4
O=C(Cn1c2ccccc2c(=O)c2cc([N+](=O)[O-])ccc21)Nc1ccccc1Cl,-53,23,-4,-4,-13,-5,-1,-2,-1,11
CCN1CCN(c2ccc(S(=O)(=O)N3CCCC3)cn2)CC1,0,-3,-7,5,6,2,4,-2,-4,-4
COc1ccc(C(C)(C)C)cc1NC(=O)c1ccc[n+]([O-])c1,5,1,1,2,-1,-2,1,2,0,22
Cc1cccc(C(=O)NCC(=O)N2CCCC2)c1,-4,0,-1,2,1,2,3,0,2,-3
O=C(CCc1ccc(S(=O)(=O)N2CCOCC2)cc1)Nc1nc(COc2ccccc2)cs1,-9,7,-2,-14,-5,-5,0,-3,-2,-18
c1ccc(CCc2nn3c(Cc4ccccc4)nnc3s2)cc1,-3,4,4,-3,1,-1,9,0,2,-14
COc1cccc(C(=O)N=c2sc3c(C)ccc(OC)c3n2C)c1,-9,2,1,-8,-3,0,-1,2,3,11
Cc1ccc(N2CCN(CC(O)COC3CCCCC3)CC2)cc1 (stereo unspecified),2,-9,2,3,9,2,1,4,-3,-5

# By substructure, the compounds so far containing a thiophene ring, fused or not (7)
SMILES,SIAE inh,rCAG binder,LEDGF integ inh,HTRA1 inh,mABHD4 FP,NPR2 activator,PRMT1 FP inh,MBD2 DNA inh,TCR-CD3 inh,TDP2 inh
O=C(Cc1cccs1)NC(c1ccccc1)c1ccccc1,1,-1,0,-9,-1,-10,3,-1,4,8
Cn1c(NCc2cccnc2)nc2cc(-c3cccc(C(=O)NCCO)c3)sc2c1=O,-20,2,2,/,-2,-1,-4,-6,1,10
Cc1cc2c(=O)n(C)c(SCC(=O)Nc3ccccc3C)nc2s1,-9,0,-3,2,1,1,1,0,5,-8
O=C(NC1CCCCC1)C1CCCN(S(=O)(=O)c2cccs2)C1 (stereo unspecified),8,1,-1,2,-1,0,1,-6,-3,-16
C=CCn1c(=O)c2ccccc2n2c(SCC(=O)Nc3sc(C(=O)N(CC)CC)c(C)c3C(=O)OCC)nnc12,-14,3,1,-8,-1,-1,3,-1,-1,4
CCOC(=O)CSc1nnc(-c2ccc(S(=O)(=O)NCc3cccs3)cc2)o1,0,4,1,0,-4,-4,-2,3,-3,-4
C[C@H](CO)N1C[C@H](C)[C@@H](CN(C)S(=O)(=O)c2cccs2)Oc2c(NC(=O)Cc3ccccc3)cccc2C1=O,5,0,-1,-12,3,2,-1,1,0,0

# The list is partial (hit frequency here may not be typical).
